AddAB inh: less growth of phage-infected E. coli with AddAB | E. coli expressing H. pylori AddAB, absorbance growth | inhibition, % at 11.9 µM | 330,000 tested, 0.29% active; in the data active = inhibition above about 12%;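 note: 0% = vehicle wells of infected cells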
Mot1-301 SUMO: blocks SUMOylation pathway, rescuing yeast Mot1-301 growth. S. cerevisiae Mot1-301 growth rescue, ATP luminescence, 38.5C; percent above DMSO median, 100 means doubled. growth rescue, % at 18.8 µM. 320,000 tested, 1% active. AID 2716;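 active = every valid replicate shows activation above 250% relative to neutral control wells; inactive = the rest, any valid replicate at or below 250%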;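 note: OY570 slx delta 5 strain wells were the positive control but not used for scaling; some compounds called inactive have numbers as strong as hits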
PKA-R1A activ: activators of PKA-R1A complex. P00514+P68181. PKA-R1A dissociation, Cy5-IP20 fluorescence polarization; scaled: DMSO 0%, 113 µM cGMP 100%. activation, % at 11.4 µM. 340,000 tested, 0.083% active. AID 504707;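 active = percent activation above the mean of all tested compounds plus 3 SD, cut at about 19% in these data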;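 note: higher means more PKAc released from R1A so a rise in polarization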
MOR-DOR ag: agonists of human mu-delta opioid receptor heterodimerization | cells, OPRM1-OPRD1 heterodimerization, luminescence | AID 504326 | 340,000 tested, 0.3% active | activation, % at 9.3 µM; in the data active = activation above about 18%;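 note: 0% = vehicle-treated cells and 100% = reference agonist; values of inactives mirror those of a sister screen read the other way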
Tat transport: inhibitors of E. coli Tat protein transport | E. coli MC4100 TorA-mCherry Tat export, fluorescence | inhibition, % at 10 µM | 340,000 tested, 0.036% active | AID 488895;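 active = mean replicate inhibition at least 50% and at least half of replicates individually reaching 50%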;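 note: exported cargo escapes ClpAP degradation while cytoplasmic cargo is degraded and loses fluorescence; 0% = median of neutral control wells and 100% = median of NaSCN control wells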
MOR-DOR inv ag: inverse agonist of human OPRM1-OPRD1 heterodimerization; cell-based MOR-DOR heterodimer luminescence, inverse agonism; inhibition, % at 9.3 µM; 340,000 tested, 0.21% active; in the data active = inhibition above about 22%, passing the limit was not always enough;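 note: 0% = cells with DMSO and 100% = wells without cells with DMSO; values of inactives mirror those of a sister screen read the other way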
PKA-R2B act: PKA-R2B complex activation | P22694+P31323 | PKA-R2B holoenzyme dissociation, Cy5-IP20 fluorescence polarization; R2B truncated from residue 108, S112A mutant; 0% DMSO only, 100% 113 µM cGMP | activation, % at 11.4 µM | 340,000 tested, 0.079% active;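 active = activation above a cutoff set at the mean over all compounds plus 3 SD, cut at about 18% in these data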;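 note: higher means more holoenzyme dissociation and a rise in polarization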
Target sequence (P31323 whole entry, looked up, other chains not shown, the tested form may be a part): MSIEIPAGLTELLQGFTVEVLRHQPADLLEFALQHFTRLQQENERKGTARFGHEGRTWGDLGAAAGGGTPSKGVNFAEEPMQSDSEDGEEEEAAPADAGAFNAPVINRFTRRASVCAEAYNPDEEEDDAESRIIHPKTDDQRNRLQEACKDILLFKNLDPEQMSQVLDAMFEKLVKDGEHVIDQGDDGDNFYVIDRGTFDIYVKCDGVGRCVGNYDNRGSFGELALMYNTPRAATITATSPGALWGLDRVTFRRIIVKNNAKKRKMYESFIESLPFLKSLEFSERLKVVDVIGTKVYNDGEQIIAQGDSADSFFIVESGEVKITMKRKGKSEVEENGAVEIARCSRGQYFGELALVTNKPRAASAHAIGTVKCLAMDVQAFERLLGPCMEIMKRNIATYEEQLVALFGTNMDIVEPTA
HTR5A inv ag: counter-screen for OPRM1-OPRD1 inverse agonists: human HTR5A inverse agonism; P47898; HTR5A cell line, luminescence; inhibition, % at 9.3 µM; 340,000 tested, 0.083% active; AID 504634; in the data active = inhibition mostly above about 23%, no sharp cut-off; inactive = mostly below about 18%;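 note: 0% = cells with DMSO and 100% = no-cell wells with DMSO; some compounds called inactive have numbers as strong as hits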
Target sequence (P47898 whole entry, looked up): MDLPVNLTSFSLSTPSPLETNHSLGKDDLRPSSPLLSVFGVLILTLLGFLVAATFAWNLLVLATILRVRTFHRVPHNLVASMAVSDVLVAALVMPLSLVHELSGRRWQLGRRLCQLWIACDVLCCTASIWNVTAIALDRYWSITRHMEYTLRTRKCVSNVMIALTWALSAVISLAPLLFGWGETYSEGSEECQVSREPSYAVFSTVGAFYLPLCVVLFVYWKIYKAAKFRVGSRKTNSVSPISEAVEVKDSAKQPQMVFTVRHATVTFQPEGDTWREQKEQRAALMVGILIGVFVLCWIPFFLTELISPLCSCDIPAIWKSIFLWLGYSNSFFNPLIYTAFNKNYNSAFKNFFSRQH
Ecoli viability: counter-screen for AddAB inhibitors: E. coli growth inhibition | inhibition, % at 11.9 µM | AID 449728 | 330,000 tested, 0.27% active | E. coli V3065 growth, OD600 absorbance, 18 h;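 active = inhibition above the campaign's mean inhibition across all tested compounds plus 3 SD, cut at about 9.9% in these data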;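 note: uninfected addAB+ strain grown without phage in ampicillin broth; 0% = DMSO wells and 100% = ciprofloxacin 0.95 µg/ml wells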
phage Ecoli inh: E. coli growth loss with phage present | inhibition, % at 11.9 µM | AID 651602 | growth absorbance | 360,000 tested, 0.26% active; in the data active = inhibition above about 11%
PfHsp90 yeast 2: reduces growth (ATP signal) of yeast expressing P. falciparum Hsp90; inhibition, % at 9.4 µM; S. cerevisiae expressing PfHsp90, BacTiter-Glo ATP, 48 h; yeast lacking PDR1 and PDR3 efflux regulators; AID 504621; 310,000 tested, 0.32% active;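 active = every replicate shows inhibition above about 80%, whatever the replicate mean, limit read from the data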;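 note: 0% = DMSO neutral controls and 100% = 20 µM radicicol positive controls; yeast relying on Plasmodium falciparum Hsp90 in place of its own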
An asterisk follows results filed as active; . = no result given.

SMILES	AddAB inh	Mot1-301 SUMO	PKA-R1A activ	MOR-DOR ag	Tat transport	MOR-DOR inv ag	PKA-R2B act	HTR5A inv ag	Ecoli viability	phage Ecoli inh	PfHsp90 yeast 2
Cc1nc2ccccc2nc(C)c1=NOCc1ccc(Cl)cc1Cl	3.2	7	-4	0.6	4	-4	9	-11	-1.9	0.4	0
CCCNC(=O)COC(=O)/C=C/c1cccc(F)c1	1.1	-13	4	0.2	-2	-1	-7	1	-2.1	1.9	4
CC(=O)c1ccccc1NC(=O)COC(=O)/C=C/c1cccs1	0.5	237	5	-1.2	2	8	-1	-9	-0.1	2.1	.
O=Cc1c(NCc2ccccc2)c2ccccc2[nH]c1=O	1.5	50	1	-1.3	7	6	-12	-16	0.3	2.7	10
CC(Oc1ccccc1Br)C(=O)N1CCc2ccccc21 (stereo unspecified)	1.0	13	-7	-2.1	-4	12	-5	-7	1.8	4.0	-19
CC(C)CCN(C(=O)c1csnn1)C(C(=O)NC1CCCC1)c1ccccc1 (stereo unspecified)	1.4	144	-10	-0.6	-2	5	-5	8	0.4	-1.4	-3
CCN(CC)c1ccc(C(=O)NNC(=O)CNC(=O)c2ccco2)cc1	.	.	-5	-1.9	-6	10	4	12	.	1.8	-2
COc1ccc(CNC(=O)C(C)c2ccc([N+](=O)[O-])cc2)cc1 (stereo unspecified)	2.0	5	2	-0.2	4	1	-7	6	-0.2	3.3	-1
CC(C)N1C(=O)CCC1C(=O)NCc1cccs1 (stereo unspecified)	3.2	.	-3	-2.4	-7	11	-12	-23	-0.4	-0.2	.
O=C(NC(=S)Nc1ccc2[nH]c(=O)[nH]c2c1)c1ccccc1F	5.4	6	7	-2.5	1	14	-13	-2	0.6	2.6	1
COC(=O)c1ccc(C)c(NC(=O)CCc2cc(OC)c(OC)c(OC)c2)c1	4.0	-5	5	-1.6	-7	9	-5	7	0.3	2.7	4
CCc1ccc(C(=O)COC(=O)CNC(=O)COc2ccccc2)cc1	0.7	-7	8	-1.4	4	9	2	1	-0.7	3.1	3
O=c1[nH]cnc2sc(-c3ccccc3)cc12	2.8	19	1	1.9	-7	-11	2	-2	1.4	-1.2	-16
O=C(CN1C(=O)c2ccccc2S1(=O)=O)c1ccc2c(c1)OCCO2	2.2	-12	3	-1.2	4	6	1	-3	1.7	-0.4	9
Cn1ncc(C#N)c1NC(=O)c1cc(-c2ccccc2Cl)on1	1.3	231	3	-0.9	9	5	-5	-25	-1.0	2.1	-1
O=C(O)c1cnn2c1NC(c1cccs1)CC2C(F)(F)F (stereo unspecified)	3.6	10	-17	-2.8	6	13	-2	-21	-0.6	3.1	-19
CCCCCc1ccc(-c2cn(Cc3ccc4ccccc4c3)nn2)cc1	0.3	-15	-2	0.0	4	0	-10	-9	1.0	1.0	8
CCOc1ccc(N=CNc2ccc(OCC)cc2)cc1	1.8	247	-7	-1.5	-4	8	4	2	2.4	2.1	8
CCSc1nnc(NC(=O)CN2C(=O)NC3(CCCC3)C2=O)s1	1.3	-1	3	-4.0	0	15	4	0	-0.2	1.9	12
COC(=O)C(C)N1C(=O)S/C(=C/c2cc(C)n(-c3ccccn3)c2C)C1=O (stereo unspecified)	-1.1	6	2	-2.7	-3	16	-5	-24	0.2	2.7	-17
COc1ccc(COC(=O)C2CCN(S(=O)(=O)c3cccs3)CC2)cc1	-2.4	18	-14	-1.3	6	9	-9	27	-2.9	3.2	-27
C[C@H]1CN([C@@H](C)CO)C(=O)Cc2cc(NC(=O)C3CC3)ccc2O[C@H]1CN(C)Cc1ccc(C(=O)O)cc1	2.4	-10	0	-2.5	-2	14	-13	3	1.3	1.2	-19
O=C(COC(=O)CNC(=O)c1sc2ccccc2c1Cl)Nc1cc(Cl)cc(Cl)c1	0.4	8	1	0.0	-20	0	-2	-7	-0.6	3.2	-4
C[C@@H]1CCC[C@]2(O[C@H](CCO)C[C@H](O)[C@H]2O)O1	1.9	16	-7	0.8	10	-5	6	19	1.0	1.1	-15
COc1ccc(C)cc1Nc1n[n+](-c2ccccc2)c(-c2ccc(C(=O)O)cc2)s1	3.6	-6	-9	0.4	6	-2	4	-1	-2.6	-0.6	-3
O=C(COc1ccc2ccccc2c1Br)Nc1ccncc1	2.5	66	-11	3.4	3	-17	11	-23	-0.2	0.2	-2
CCOC(=O)COc1ccc(S(=O)(=O)NCCC2=CCCCC2)cc1	2.5	12	2	3.7	14	-22	0	12	1.5	1.6	-4
N#Cc1ccc(CNc2cnccn2)cc1	1.6	-3	6	-0.8	2	4	-4	8	0.3	2.5	.
COCCNC(=O)CS(=O)Cc1nc(-c2ccc(Cl)cc2)oc1C (stereo unspecified)	-1.3	-17	-2	0.0	-2	0	5	1	3.3	1.8	6
Cc1cccc2sc(NNC(=O)c3ccc(S(=O)(=O)N4CCc5ccccc5C4)cc3)nc12	3.6	7	-3	3.6	7	-21	5	-3	1.3	7.7	-41
Cc1ccc(-n2c(C)cc(C(=O)COC(=O)c3ccc[nH]c3=O)c2C)cc1C	-0.2	-26	-7	-1.8	-7	9	6	-18	-2.4	4.7	-63
O=S(=O)(c1ccccc1)n1ccc2ccccc21	1.1	33	-5	0.9	5	-4	2	-6	-0.7	4.2	-9
COc1ccc(C2C(C#N)=C(N)OC3=C2C(=O)CC(C)(C)C3)cc1Cn1cc([N+](=O)[O-])cn1 (stereo unspecified)	0.2	6	-16	0.5	0	-3	-3	-10	-0.8	4.3	3
CCn1ncc(/C=N/NC(=O)c2cc(Cl)ccc2OC)c1C	1.7	-2	-4	-2.2	0	13	-11	1	1.0	2.5	-11
O=C1NN=C(c2ccc(Br)cc2)CC1c1ccc(Cl)cc1 (stereo unspecified)	1.0	-33	-9	3.6	5	-19	-2	1	2.3	4.2	-70
CCCc1cc(=O)oc2cc(OC(C)C(=O)NCC3CCC(C(=O)O)CC3)c(Cl)cc12 (stereo unspecified)	1.5	-12	-6	-0.1	-4	0	-8	-2	-0.5	0.3	9
Cc1cc(NC(=O)CCCN2C(=O)/C(=C\c3cccs3)SC2=S)no1	0.3	81	-12	-1.0	4	6	-11	8	-0.5	1.5	-25
Cc1nc2c3cc(F)ccc3n(Cc3ccccc3F)c2s1	0.0	-7	4	4.5	9	-22	-11	3	-2.1	6.5	-26
CCOC(=O)N1CCN(CC(O)COc2ccccc2[N+](=O)[O-])CC1 (stereo unspecified)	0.5	2	6	-1.1	8	5	3	-6	-0.8	1.8	14
Cc1nn(CC(=O)c2ccccc2)c(=O)c2nn(-c3ccccc3F)c(C)c12	-2.5	-15	0	1.3	4	-9	-6	-8	-0.8	4.4	-30
N#CCCn1cc(C(=O)N2CCCCC2)c(-c2cccc([N+](=O)[O-])c2)n1	0.7	92	-15	-2.3	0	12	-13	-8	-1.5	-1.2	.
O=C(NCc1ccco1)C(Cc1ccccc1)NS(=O)(=O)c1cccc2nsnc12 (stereo unspecified)	3.1	-9	2	-1.4	-8	8	6	-6	1.7	3.9	.
Cc1sc2nc(SCC(=O)Nc3ccc(S(=O)(=O)NCCCC(=O)O)cc3)[nH]c(=O)c2c1C	1.1	9	5	-3.9	1	22	1	-5	0.3	3.1	-11
CC(=O)Nc1ccc(C=NNc2ccc(S(=O)(=O)Nc3ccccc3C(=O)O)cc2[N+](=O)[O-])cc1	2.2	11	-7	-1.1	3	5	-12	20	0.5	0.3	-9
CCOC(=O)N1CCN(C(=O)CN(Cc2ccccc2)S(=O)(=O)c2ccc(OC)c(C)c2)CC1	1.5	-8	-5	-1.4	2	6	-10	-10	1.0	2.8	-1
CCN1C(=O)N[C@@H](c2cccc(F)c2)C(C(C)=O)=C1C	0.6	-10	1	-0.8	8	4	-4	-6	-1.6	1.7	2
COc1ccc(CCNC(=O)Cn2c(=O)n(-c3cc(F)ccc3F)c(=O)c3sccc32)cc1OC	-0.5	3	-10	-1.5	2	8	2	15	-1.9	2.3	-8
CCN(CC(=O)Nc1c(F)cccc1F)C(=O)CN(C)S(=O)(=O)c1ccc(F)cc1	2.8	8	1	-1.5	2	8	6	6	2.1	1.2	4
Cc1cc(C)n2nc(SCC#N)nc2n1	2.9	10	-2	-1.6	4	8	7	4	-4.4	2.6	16
COc1cccc(CNC(=O)c2ccc(S(=O)(=O)N3CCCC3)cc2)c1	2.6	6	0	-0.9	-1	6	-12	-7	-1.1	4.8	-48
CCCCCCC(=O)NC(Nc1ccc(S(N)(=O)=O)cc1)C(Cl)(Cl)Cl (stereo unspecified)	5.0	-5	-10	-0.7	-2	4	-1	4	0.9	1.0	-12
CC1CC2(CC(C)(C(=O)CSc3n[nH]c(-c4ccccc4Cl)n3)OC2=O)C(=O)O1 (stereo unspecified)	2.9	-1	2	2.2	0	-14	3	4	0.2	1.1	-52
CCCn1nnc(NC(=O)c2ccc(OC)cc2)n1	3.0	-4	1	-1.4	-1	8	-7	-10	1.4	2.1	-3
Cc1ccccc1N(CC(=O)N1CCN(c2ccccc2)CC1)S(C)(=O)=O	0.0	-2	-5	-2.6	20	16	10	9	1.1	4.5	8
O=C1CCC([N+](=O)[O-])C(c2ccccc2F)N1 (stereo unspecified)	0.8	-1	-2	-2.6	-12	15	-10	8	1.7	0.8	-8
O=C1CCN(CCCc2ccccc2)CCN1[C@H](CO)Cc1ccccc1	1.6	3	3	-1.7	-5	8	2	4	-0.3	1.1	-3
Cc1nn(S(=O)(=O)N2CCOCC2)c(C)c1Br	1.9	26	-6	-0.2	1	1	4	-4	-1.8	3.5	0
Cc1ncc(CO)c2cc(C(=O)Nc3cccc(F)c3)c(=Nc3cccc(C(N)=O)c3)oc12	0.4	19	-4	-3.5	1	16	0	25	0.2	1.5	-18
O=C(C1CCCO1)N1CCc2ccccc21 (stereo unspecified)	0.2	470	-20	-1.9	-10	10	-6	-16	-1.3	2.9	-9
COc1cccc(NC(=O)CSc2nnc(-c3cccnc3)o2)c1	3.5	.	-14	-2.0	-5	11	-11	-7	-0.2	1.8	.
CC1CCC(C(=O)NC(C(=O)NCCN2CCC(C)CC2)C(C)C)CC1 (stereo unspecified)	.	.	1	-1.3	-6	6	-8	20	.	2.5	4
CC(C)(C)NS(=O)(=O)c1ccc(NC(=O)C2CCCO2)cc1 (stereo unspecified)	3.9	-4	-3	0.4	-6	-2	-1	-13	-0.7	2.1	1

Single records (already shown):
CCCCCCC(=O)NC(Nc1ccc(S(N)(=O)=O)cc1)C(Cl)(Cl)Cl (stereo unspecified) in the list: AddAB inh = 5.0; Mot1-301 SUMO = -5; PKA-R1A activ = -10; MOR-DOR ag = -0.7; Tat transport = -2; MOR-DOR inv ag = 4; PKA-R2B act = -1; HTR5A inv ag = 4; Ecoli viability = 0.9; phage Ecoli inh = 1.0; PfHsp90 yeast 2 = -12
CC1CC2(CC(C)(C(=O)CSc3n[nH]c(-c4ccccc4Cl)n3)OC2=O)C(=O)O1 (stereo unspecified) in the list: AddAB inh = 2.9; Mot1-301 SUMO = -1; PKA-R1A activ = 2; MOR-DOR ag = 2.2; Tat transport = 0; MOR-DOR inv ag = -14; PKA-R2B act = 3; HTR5A inv ag = 4; Ecoli viability = 0.2; phage Ecoli inh = 1.1; PfHsp90 yeast 2 = -52

Source: PubChem BioAssay

Not a hit list. Share with any hit: about 2.2%.
